# Screening data (PubChem BioAssay)
# HTT cytoprotect: cytoprotection in Huntington HTT-Q103 PC12 cell model; hit rate 0.14% among 230,000; Potency, µM (titrated, usually from 56.4 µM), without a hit: cytoprotection (ATP increase), usual class: activators; PC12 HTT-Q103 induced, cytoprotection, ATP luminescence, 40 h; AID 1471;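 also: potency is read from the fitted curve at half-maximal effect; % of control where 0% means no effect; nearly all actives have a fitted effect of over 45% in size; toxic huntingtin expression switched on by the ecdysone agonist tebufenozide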
#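 Compounds were screened for protection of PC12 cells against cell death after tebufenozide induction (100 nM final) of mutant Huntingtin exon 1 (Q103) fused to GFP.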
# KinaseGlo FLuc: Kinase-Glo luciferase inhibition (counter-screen). Q27757. Potency, µM (titrated, usually from 38.3 µM), for the others: at the highest dose activity change, negative = inhibition, usual class: inhibitors. Kinase-Glo luciferase, ATP luminescence, 8 min. AID 1379. hit rate 0.28% among 200,000; also: potency is read from the fitted curve at half-maximal effect; % is scaled to controls: 0 for no effect and ±100 for the full control effect; nearly all actives have a fitted effect of over 60% in size
#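 Compound is pinned into ATP-containing buffer (10 uM ATP, imidazole pH 7.2, 7 mM MgCl2). Kinase-Glo luciferase reagent is then added. Light output is recorded following an 8-min room-temperature incubation.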
# IMPase Li cell: IMPase inhibition in cells with lithium potentiation; CHO-M1 cells, IP1 TR-FRET (IP-One), carbachol + lithium; Potency, µM (highest dose often 59.4 µM), inactives show at the highest dose activity, negative = IMPase inhibition, hits mostly inhibitors; hit rate 0.35% among 210,000;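 also: IP1 builds up when IMPase is blocked and the TR-FRET signal falls; potency is read from the fitted curve at half-maximal effect; plate controls were basal vehicle for no effect and high inhibitor control for full effect; nearly all actives have a fitted effect of over 50% in size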
#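 CHO cells stably expressing M1 receptor (2000/well, cultured 16–30 h) treated 30 min at 37C with compound plus low lithium. Cytosolic IP1 by TR-FRET (665/620 ratio and 620 channel) after 10 min lysis; AC50 by Hill fit.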
# SMN2 splice enh: SMN2 splice variant enhancement; HEK293 SMN2-luciferase splicing reporter, luminescence, 30-36 h; Potency, µM (titrated, usually from 46.1 µM), for the others: at the top dose activity change, positive = activation, actives largely listed as activators; hit rate 2.8% among 210,000; AID 1458; also: potency is read from the fitted curve at half-maximal effect; % of control where 0% means no effect; nearly all actives have a fitted effect of over 55% in size
#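 qHTS luciferase splicing reporter: luminescence rises when SMN2 exon 7 is included in transfected HEK293 cells. Compound exposure lasted 30-36 h at 37C, with 4.5 mM final sodium butyrate as control, followed by a ONE-Glo read.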
# CBFb RUNX1 block: blocks binding between human CBF-beta and RUNX1. Q01196+Q13951. AID 1477. Potency, µM (top dose mostly 59.8 µM), for the others: top-dose activity, negative = inhibition, most hits filed as inhibitors. 230,000 tested, under 10 active. AlphaScreen CBFb-His/RUNX1-biotin binding, biochemical; also: % of control where 0% means no effect
# Target sequence (Q01196 whole entry, looked up): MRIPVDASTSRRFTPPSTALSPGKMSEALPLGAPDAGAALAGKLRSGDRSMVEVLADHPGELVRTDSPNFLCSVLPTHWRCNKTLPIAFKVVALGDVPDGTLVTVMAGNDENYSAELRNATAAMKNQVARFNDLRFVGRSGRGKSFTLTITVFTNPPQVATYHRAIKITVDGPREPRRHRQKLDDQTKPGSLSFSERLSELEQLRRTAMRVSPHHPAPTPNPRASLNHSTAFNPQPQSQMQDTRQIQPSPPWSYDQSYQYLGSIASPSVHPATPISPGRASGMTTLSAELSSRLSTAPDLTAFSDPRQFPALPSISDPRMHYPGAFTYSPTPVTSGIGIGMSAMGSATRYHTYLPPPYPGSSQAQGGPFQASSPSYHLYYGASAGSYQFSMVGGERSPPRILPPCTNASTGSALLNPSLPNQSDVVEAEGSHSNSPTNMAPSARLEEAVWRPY
# Target sequence (Q13951 whole entry, looked up): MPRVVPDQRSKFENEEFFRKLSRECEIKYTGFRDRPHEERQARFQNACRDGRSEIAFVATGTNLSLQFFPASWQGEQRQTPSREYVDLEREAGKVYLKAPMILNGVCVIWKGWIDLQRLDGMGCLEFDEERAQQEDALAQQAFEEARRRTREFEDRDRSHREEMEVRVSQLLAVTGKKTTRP
#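 CBF-beta (His) and RUNX1 (biotin), 30 nM each; 20 min preassociation; + compound, 15 min; + beads 50 ng each (Ni, streptavidin), 90 min; RT; AlphaScreen read.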
# HTT aggregate: reduces HttQ103-GFP aggregates in PC12 cells. PC12 HttQ103-GFP aggregates, Acumen cytometry, 40 h. hit rate 1.1% among 220,000. Potency, µM (top dose mostly 46.1 µM), without a hit: at the top dose activity change, negative = inhibition, hits mostly inhibitors; also: potency is read from the fitted curve at half-maximal effect; % is scaled to controls: 0 for no effect and ±100 for the full control effect; nearly all actives have a fitted effect of over 60% in size
#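 Using laser scanning cytometry, GFP-positive aggregates were counted after lysis of PC12 cells induced with 100 nM tebufenozide to express HTT exon 1 Q103–GFP. Compounds were tested in titration.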
# Lamin A splicing: modulators of lamin A splicing | AID 1487 | Potency, µM (highest dose often 46.1 µM), for inactives: at the top dose ratio change, negative = inhibition, actives largely listed as inhibitors | hit rate 0.01% among 200,000 | HeLa LMNA splicing GFP/RFP minigene ratio, 48 h; active = well fitted inhibition curve with a large enough effect in the signal ratio, with a control signal flat, not every such curve was filed as active; inconclusive = small, poorly fitted or top-dose-only effect, or effect the other way, or a change in a side signal; the % refers to the signal ratio; also: potency is read from the fitted curve at half-maximal effect; % is scaled to controls: 0 for no effect and ±100 for the full control effect
#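 S3 HeLa cells stably expressing lamin A-EGFP splicing minigene plus DsRed2, 600 cells/well, 48 h compound exposure at 37C. Laser-scanning cytometry; analysed as GFP (500-530 nm)/RFP (575-640 nm) total intensity ratio; 0.5% DMSO vehicle.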
# Starred values were filed as active, the others as inactive; ? = inconclusive; nt = not tested or not shown; [ ] = dose if it differs, or a comment. Unless noted, calls follow the shape of the dose curve; as a rule, active = well fitted curve in the direction sought with a large enough effect; inconclusive = small, poorly fitted or top-dose-only effect, or another doubt; inactive = no such curve, though single readings can be large; an effect the other way counts as inactive or inconclusive.
SMILES,HTT cytoprotect,KinaseGlo FLuc,IMPase Li cell,SMN2 splice enh,CBFb RUNX1 block,HTT aggregate,Lamin A splicing
COc1ccc(C2=NN(C(=O)CSc3cn(C)c4ccccc34)C(c3ccc(OC)cc3)C2)cc1 (stereo not given),5%[10 µM],0%,42%[activator][38.3 µM],16%,-15%,-7%,?
COc1ccc(-c2nc(CS(=O)CC(=O)NCc3ccco3)c(C)o2)cc1 (stereo not given),-6%,0%,6%[38.3 µM],-8%,1%,20%,-13%
Cc1ccc(OC(F)F)c(NC(=O)Nc2cccc(C(F)(F)F)c2)c1,-73%[inhibitor][10 µM],2%,35%[activator][38.3 µM],-61%[inhibitor],2%,?,?
CCOc1ccccc1NC(=O)NC(=O)N(C)S(C)(=O)=O,-11%,-2%,-4%,-3%,-6%,-11%,?
Cc1ccc(NC(=O)c2ccc(N3C(=O)C4CC=C(Cl)CC4C3=O)cc2)cc1 (stereo not given),3%,-4%,22%[38.3 µM],7%,5%,26%,18%
O=C(CCC(=O)c1cccs1)Nc1ccc(N2CCCCC2)cc1,-44%[inhibitor],-2%,-2%,-6%,-17%,20%,nt
CCOc1ccc(C(=O)NC(C(=O)NCC2CCCO2)C(C)C)cc1 (stereo not given),-6%[10 µM],nt,nt,nt,-1%,-6%[9.22 µM],nt
COCCCNC(=O)CCn1c(=O)c2ccccc2n(CC(=O)Nc2ccc(C)cc2C)c1=O,9%[10 µM],-2%,23%[38.3 µM],-10%,14%,17%,2%
O=[N+]([O-])c1cccnc1N/N=C/c1ccccc1O,nt,2µM*,9%,-51%[inhibitor],-3%,?,nt
O=C(Cn1cc([N+](=O)[O-])cn1)N1N=C(C(F)F)CC1(O)C(F)F (stereo not given),13%[10 µM],1%,3%,-5%,1%,-2%,9%
CC(C)[C@H](NS(=O)(=O)c1ccc2c(c1)OCCO2)C(=O)OCC(=O)Nc1cccc(Cl)c1Cl,-12%[10 µM],3%,9%,14%,-7%,-14%,-17%
COc1cc(NS(=O)(=O)c2ccc(NC(=O)CN3C(=O)c4ccccc4C3=O)cc2)ncn1,-23%,0%,-5%,14%,4%,-20%,8%[46 µM]
O=c1c2ccccc2c(C=NC2CCN(Cc3ccccc3)CC2)c(O)n1Cc1ccc2c(c1)OCO2,-62%[inhibitor],-2%,10%,3%,?,-2%,-28%[46 µM]
N#C/C(=C(/O)Cc1ccccc1)P(=O)(c1ccccc1)c1ccccc1,-12%[10 µM],nt,nt,nt,7%,1%[9.22 µM],nt
Fc1ccc(Nc2ncnc3sc4c(c23)CCC4)cc1,-24%[10 µM],2%,29%[38.3 µM],7%,14%,?,-4%
COc1ccc(CNC(=O)C2CCN(S(=O)(=O)c3c(C)n[nH]c3C)CC2)cc1,5%,-4%,-3%[38.3 µM],-6%,2%,6%,-2%
CC1(C(=O)CSc2n[nH]c(-c3ccccc3Cl)n2)CCC(=O)O1 (stereo not given),17%,-4%,2%[38.3 µM],-13%,1%,-7%,6%
COc1ccc(/C=N\NC(=O)COc2ccc(C(C)(C)C)cc2)cc1Cn1nc(C)cc1C,-30%,-1%,28%[38.3 µM],15%,-5%,-13%,4%
O=c1[nH]c(=O)n(-c2ccc(F)cc2)c2c1C(C(F)(F)F)(C(F)(F)F)N=C(c1ccc(F)cc1)N2,14%[10 µM],-1%,-6%,-59%[inhibitor],-4%,3.2µM*,?
COc1cccc(CNC(=O)CCNC(=O)Cn2ccc3ccccc3c2=O)c1,20%,-1%,0%[38.3 µM],3%,2%,-4%,-9%
CSc1nc2cc(S(=O)(=O)N3CCOCC3)ccc2s1,9%[0.074 µM],0%,2%[38.3 µM],-10%,2%,-8%,9%
O=c1c(-c2cccs2)nc2cnc(N3CCNCC3)nc2n1-c1ccccc1,-7%,-1%,-3%,-11%,nt,nt,nt
Cc1cc(C)n2nc(CC(=O)NC3CCCC(C)C3C)nc2n1 (stereo not given),-4%,0%,8%[38.3 µM],-14%,5%,11%,7%
COc1ccccc1NC(=O)CSCC(=O)N1c2ccccc2CCc2ccccc21,-1%[10 µM],1%,7%,-10%,0%,19%,-16%
O=C(C1=NN[C@@H]2C(=O)N(c3cccc(C(F)(F)F)c3)C(=O)[C@H]12)c1ccc2ccccc2n1,8%[1.9 µM],0%,-4%,4%,-4%,11%,-11%
Nc1cc(Cl)ccc1Oc1ccc2ccccc2c1,-1%,-1%,2%[38.3 µM],6%,8%,?,?
Cc1onc(-c2ccccc2Cl)c1C(=O)Nc1cccc(-c2nc3ncccn3c2C)c1,-6%,0%,?,17%,-7%,25%,9%
O=C(NCc1ccc(F)cc1)c1ccccc1OCc1ccccc1,13%[10 µM],2%,14%,-22%,22%,-7%,?
CCNc1ncc2nc(-c3cccs3)c(=O)n(Cc3cccs3)c2n1,-40%[inhibitor],nt,-7%,nt,nt,nt,?
O=C(Cn1nc(C(=O)O)c2ccccc2c1=O)c1cc(F)ccc1F,-1%[10 µM],nt,nt,nt,4%,15%[9.22 µM],nt
COCC(C)NC(=O)c1cc2cccc([N+](=O)[O-])c2[nH]1 (stereo not given),9%[10 µM],nt,nt,nt,1%,10%[9.22 µM],nt
Cc1ccccc1-n1nc(C)c2cc(C(=O)N3CCN(S(=O)(=O)c4ccc(Cl)cc4)CC3)sc21,3%,1%,-4%[38.3 µM],-28%,-1%,-24%,0%[0.0737 µM]
O=C(NCCOc1ccccc1)c1ccc2c(c1)OCO2,-53%[inhibitor],-9%,13%[38.3 µM],2.5µM*,8%,-16%,1%
Cc1occc1-c1n[nH]c(=S)n1CC(C)C,6%[10 µM],0%,13%,-20%,0%,-1%,5%
CN(Cc1ccccc1)Cc1nc2scc(-c3ccccc3)c2c(=O)[nH]1,-18%[10 µM],3%,31%[activator],-18%,-6%,-31%,?
O=C1CC(N2CCCN(C3CC(=O)N(c4ccc(F)cc4)C3=O)CC2)C(=O)N1c1ccc(F)cc1 (stereo not given),-20%[0.074 µM],7%,15%[38.3 µM],11%,0%,?,-4%

# Brought forward from above: 3 compounds, then new ones.
SMILES,HTT cytoprotect,KinaseGlo FLuc,IMPase Li cell,SMN2 splice enh,CBFb RUNX1 block,HTT aggregate,Lamin A splicing
Cc1occc1-c1n[nH]c(=S)n1CC(C)C,6%[10 µM],0%,13%,-20%,0%,-1%,5%
CN(Cc1ccccc1)Cc1nc2scc(-c3ccccc3)c2c(=O)[nH]1,-18%[10 µM],3%,31%[activator],-18%,-6%,-31%,?
O=C1CC(N2CCCN(C3CC(=O)N(c4ccc(F)cc4)C3=O)CC2)C(=O)N1c1ccc(F)cc1 (stereo not given),-20%[0.074 µM],7%,15%[38.3 µM],11%,0%,?,-4%
CCCC(=O)Nc1cc(OC)c(NC(=O)NC2CCCCC2)cc1OC,-22%[10 µM],-1%,16%[38.3 µM],7%,10%,12%,-7%
CCOC(=O)C(C)Sc1ncnc2nc[nH]c12 (stereo not given),22%[10 µM],-1%,2%,-13%,1%,17%,3%
COc1cc(CN2CCC(CO)(CCOc3ccccc3)CC2)cc(OC)c1OC,4%[10 µM],-1%,-7%,nt,-3%,19%[9.22 µM],nt
CC1(C)CC2C1CCC1(C)OC1CCC2(C)O (stereo not given),nt,-3%,7%,0%,nt,nt,-9%
CCn1nc(CCC(=O)O)c2ccccc2c1=O,20%[10 µM],1%,3%,13%,7%,-28%,-1%
NS(=O)(=O)c1ccc(S(=O)(=O)N2CCCC2)cc1,11%,5%,27%[38.3 µM],9%,8%,-5%[1.84 µM],10%
CC(C)CNS(=O)(=O)c1ccc(CCC(=O)Nc2ccc3c(c2)OCCO3)cc1,-17%,1%,4%[38.3 µM],-4%,3%,-2%,-7%
CC1CCN(c2cc(N3CCOCC3)c(F)cc2[N+](=O)[O-])CC1,-10%,2%,-1%[38.3 µM],-14%,-1%,23%,6%
CC(=O)Nc1ccccc1NS(=O)(=O)c1ccccc1[N+](=O)[O-],4%[10 µM],3%,3%,nt,7%,-1%[9.22 µM],-15%[46 µM]
CCC1CO1 (stereo not given),-5%,nt,-7%,2%,7%[21.7 µM],nt,nt
COCC(=O)N1CCN(c2cccc(C(F)(F)F)c2)CC1,-5%[10 µM],1%,13%,nt,3%,-6%[9.22 µM],19%[46 µM]
COc1ccc(-n2nc(C(=O)NCC(=O)NCC3COc4ccccc4O3)c3ccccc3c2=O)cc1 (stereo not given),-17%,4%,0%,-18%,9%,-8%,-21%[46 µM]
COc1ccc(/C=N/N=C2\SC(CC(=O)O)C(=O)N2c2ccccc2)cc1 (stereo not given),19%[10 µM],6%,7%,6%,1%,-2%,7%
CN(Cc1ccccc1)C(=O)c1cccc(N2C(=O)NC3CC2(C)Oc2ccccc23)c1 (stereo not given),-1%,-2%,-5%[38.3 µM],7%,3%,13%,-1%
c1ccc(-c2ccc(-c3ccccn3)nn2)nc1,-125%[inhibitor][0.074 µM],10µM*,-6%[38.3 µM],7.1µM*,-28%,?,?
CC1(C)CCC2(C(=O)O)CC[C@]3(C)C(=CCC4[C@]5(C)CCC(O)C(C)(C)C5C(O)C[C@]43C)C2C1 (stereo not given in full),-39%[inhibitor],-15%,1%,8%,11%,nt,nt
CCCN=Cc1ccc(O)cc1,-3%[10 µM],0%,3%,-8%,1%,2%,?
Cc1ccc(C2NC(=O)c3c(sc4c3CCN(C)C4)N2)s1 (stereo not given),-17%,7%,8%[38.3 µM],-15%,?,-11%,?
CCOC(=O)C(NC(C)=O)C(=O)Nc1ccc(OC)cc1 (stereo not given),-21%,3%,0%,-10%,2%,1%[9.22 µM],?
CSC1CCCCC1(O)CSc1nc2ccccc2o1 (stereo not given),1%[0.074 µM],0%,23%[38.3 µM],3%,9%,-2%,-3%
COc1ccc(C(=O)CSc2nnc(Cn3cnc4ccccc43)o2)cc1,-12%[10 µM],-1%,26%[38.3 µM],-65%[inhibitor],-1%,10µM*,?
CC1CCN(CCCNC(=O)c2ccc3c(Cl)c4c(nc3c2)CCCC4)CC1,13%[10 µM],nt,nt,nt,5%,-12%[9.22 µM],nt
CC1CC(=O)Nc2ccccc2N1S(=O)(=O)c1ccc(C#N)cc1 (stereo not given),-13%[10 µM],nt,nt,nt,4%,-6%[9.22 µM],nt
